Assay outcomes (PubChem)
MITF primary: MITF inhibitors, primary screen, biochemical, AlphaScreen, human; AlphaScreen MITF homodimerization, bead proximity signal; inhibition, % at 2.6 µM; 650,000 compounds, 0.91% hits; AID 1259374, 2018; in the data active means inhibition above about 50%;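 further: 0% = vehicle wells with protein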
Target sequence (O75030 whole entry, looked up): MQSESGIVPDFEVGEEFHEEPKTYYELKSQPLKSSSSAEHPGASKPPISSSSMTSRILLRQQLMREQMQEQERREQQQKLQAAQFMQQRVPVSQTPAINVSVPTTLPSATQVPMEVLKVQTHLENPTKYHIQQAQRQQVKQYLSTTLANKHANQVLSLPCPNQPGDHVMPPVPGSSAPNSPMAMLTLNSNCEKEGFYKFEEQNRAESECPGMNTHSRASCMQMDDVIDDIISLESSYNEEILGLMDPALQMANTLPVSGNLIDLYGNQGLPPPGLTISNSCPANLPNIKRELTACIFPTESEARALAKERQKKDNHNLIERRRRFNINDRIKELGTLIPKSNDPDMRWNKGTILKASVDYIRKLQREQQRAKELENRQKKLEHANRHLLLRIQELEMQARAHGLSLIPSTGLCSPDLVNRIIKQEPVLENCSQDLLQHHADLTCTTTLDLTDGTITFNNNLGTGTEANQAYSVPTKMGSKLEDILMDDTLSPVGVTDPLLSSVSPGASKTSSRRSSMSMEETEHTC
TEAD-YAP inh: TEAD-YAP interaction inhibition, primary screen, TEAD-YAP interaction inhibitor project, luminescence, HEK-TIYL cells; AID 1259422, 2018; TEAD-Gal4/YAP UAS-luciferase luminescence; inhibition, % at 9.12 µM; 640,000 compounds, 1.4% hits; in the data active means inhibition above about 32%;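 further: 0% = median of test compound wells and 100% = reference inhibitor wells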
FBW7 activator: FBW7 E3 ligase activators, primary screen, biochemical, AlphaScreen, human; AlphaScreen FBW7–phospho-cyclin E peptide binding, activator screen; normalized activity (activation), % at 26.1 µM; 650,000 compounds, 0.13% hits; AID 1259310, 2017; in the data active means normalized activity above about 1.9%;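 further: purified mutant Fbw7 with reduced substrate affinity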
GPR151 activ: activators of human GPR151, primary screen, cell-based, PathHunter beta-arrestin, luminescence. G-protein coupled receptor 151 (Homo sapiens), Q8TDV0. PathHunter beta-arrestin GPR151 cells. activation, % at 11.2 µM. 650,000 compounds, 1% hits; in the data active means activation above about 4.9%;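 further: 0% = median of compound wells and 100% = cells with positive control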
Target sequence (Q8TDV0 whole entry, looked up): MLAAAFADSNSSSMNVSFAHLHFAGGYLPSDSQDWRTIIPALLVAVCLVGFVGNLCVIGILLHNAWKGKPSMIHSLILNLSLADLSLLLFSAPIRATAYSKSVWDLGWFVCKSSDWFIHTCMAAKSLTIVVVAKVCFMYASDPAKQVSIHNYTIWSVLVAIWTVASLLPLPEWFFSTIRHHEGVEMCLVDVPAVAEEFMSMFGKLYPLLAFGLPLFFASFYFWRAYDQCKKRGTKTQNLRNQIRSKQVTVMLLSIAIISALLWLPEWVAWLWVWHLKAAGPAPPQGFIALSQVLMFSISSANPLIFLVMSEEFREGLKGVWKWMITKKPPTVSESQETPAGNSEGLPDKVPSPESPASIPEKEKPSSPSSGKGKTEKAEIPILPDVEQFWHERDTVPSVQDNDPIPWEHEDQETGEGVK
An asterisk follows results filed as active; i = inactive. Compounds were not picked by outcome; overall some 3.4% were active at least once.

SMILES	MITF primary	TEAD-YAP inh	FBW7 activator	GPR151 activ
CCOc1ccc(C2=NC(C(C)C)NC(c3cccc(OCC)c3O)C2)cc1 (centres undefined)	-13	-12	-0.2	2.4
COCCCNC(=S)NNC(=O)c1cc(Cl)c(O)c(Cl)c1	-1	6	0.1	1.3
Cc1ccc(-c2csc(-c3cc4cc(Br)ccc4oc3=O)n2)c(C)c1	-11	10	0.1	1.4
NC(=O)c1ccc(-c2nc(NCc3cccnc3)c3ncn(-c4ccsc4)c3n2)cc1	-1	51*	0.0	-0.4
C=CCN1CC(c2nc3ccccc3n2Cc2ccccc2F)CC1=O (centres undefined)	2	0	0.1	3.5
Cc1ccc(C(=O)N/C(=C\c2cccs2)C(=O)NCCN2CCCCC2)cc1C	-18	-11	0.0	-0.9
CN(C)c1ccc(/C=C2/NC(=O)N(Cc3ccc(Br)cc3)C2=O)cc1	-2	3	-0.1	1.1
COc1ccc(C2C(C(C)=O)=C(C)N=c3s/c(=C/c4ccc(OCc5cccc6ccccc56)cc4)c(=O)n32)cc1 (centres undefined)	3	5	-0.1	1.5
COc1ccccc1CN(Cc1cc2ccc(C)cc2n2nnnc12)C(=O)c1cccs1	0	-4	-0.1	0.0
CC1CCCCN1c1cc(Nc2ccc3c(c2)OCCO3)c2c3c(onc13)-c1ccccc1C2=O (centres undefined)	47	24	-0.7	-0.4
Cc1ccc(S(=O)(=O)Nc2ccc(-c3cn4ccc(C)nc4n3)cc2)c(C)c1	-2	-11	-0.1	-0.9
O=C(Nc1ccnn1C1CCN(C(=O)c2cc3ccccc3oc2=O)CC1)C1CC1	9	-1	0.1	-0.6
CN1C(C(=O)NC(C)(C)CO)=CC(c2cccs2)=NS1(=O)=O	-14	1	0.0	1.5
CC(=O)c1ccc(NC(=O)C2CCC(CNc3c(N4CCCCC4)c(=O)c3=O)CC2)cc1 (centres undefined)	0	5	0.0	-0.4
O=C(Nc1ccccc1C(=O)NNc1ccccc1)c1ccc([N+](=O)[O-])cc1	6	-2	-0.1	-4.9
Cn1c(=O)c2c(nc(CN3CCN(c4ccc(F)cc4)CC3)n2CCCO)n(C)c1=O	8	4	0.0	-1.1
COc1ccc(C(=O)O)cc1S(=O)(=O)NC(C)C12CC3CC(CC(C3)C1)C2 (centres undefined)	17	2	0.0	2.4
N#Cc1ccc(-c2csc(NC(=O)COc3ccc(Cl)cc3)n2)cc1	4	-7	-0.1	1.1
CCOCC(=O)N1CCN(Cc2csc(-c3ccccc3)n2)CC1	0	-19	0.0	-1.5
CC(C)(C)C(=O)N=c1c(C#N)cc2c(=O)n3ccccc3nc2n1Cc1ccccc1	17	-2	0.3	-1.0
COc1ccccc1OCC(=O)Nc1ccc(-c2ccn[nH]2)cc1	-4	-62	-0.1	-1.2
CCOc1ccc(NC(=S)N(CCCN2CCOCC2)C2CCN(C(C)=O)CC2)cc1	4	-1	0.0	2.5
Cc1nc2sc(C(=O)c3ccc(Br)cc3)c(N)c2c(C)c1CC(=O)c1ccccc1	-2	-1	-0.1	7.0*
COc1cc(CN(C(=O)c2cccs2)C2CCS(=O)(=O)C2)cc(OC)c1OC (centres undefined)	2	5	-0.2	0.8
Cc1cc2c(N(C)c3ccc(Cl)cc3)ncnc2s1	2	-3	0.0	-0.6

Retrieved by compound from the entries so far:
SMILES	MITF primary	TEAD-YAP inh	FBW7 activator	GPR151 activ
CC1CCCCN1c1cc(Nc2ccc3c(c2)OCCO3)c2c3c(onc13)-c1ccccc1C2=O (centres undefined)	47	24	-0.7	-0.4
Cc1nc2sc(C(=O)c3ccc(Br)cc3)c(N)c2c(C)c1CC(=O)c1ccccc1	-2	-1	-0.1	7.0*
Cn1c(=O)c2c(nc(CN3CCN(c4ccc(F)cc4)CC3)n2CCCO)n(C)c1=O	8	4	0.0	-1.1
Cc1ccc(S(=O)(=O)Nc2ccc(-c3cn4ccc(C)nc4n3)cc2)c(C)c1	-2	-11	-0.1	-0.9
COc1ccc(C(=O)O)cc1S(=O)(=O)NC(C)C12CC3CC(CC(C3)C1)C2 (centres undefined)	17	2	0.0	2.4

The main list resumes, repeating the 3 entries before the break.
SMILES	MITF primary	TEAD-YAP inh	FBW7 activator	GPR151 activ
Cc1nc2sc(C(=O)c3ccc(Br)cc3)c(N)c2c(C)c1CC(=O)c1ccccc1	-2	-1	-0.1	7.0*
COc1cc(CN(C(=O)c2cccs2)C2CCS(=O)(=O)C2)cc(OC)c1OC (centres undefined)	2	5	-0.2	0.8
Cc1cc2c(N(C)c3ccc(Cl)cc3)ncnc2s1	2	-3	0.0	-0.6
COc1cc(C(=O)OC23CC4CC(C2)C(=O)C(C4)C3)cc(OC)c1OC	1	-3	0.1	3.0
O=C(NCc1ccco1)/C(=C\C=C\c1ccccc1)NC(=O)c1ccccc1Cl	6	2	-0.1	-0.5
COc1ccc(-n2c(SCc3ccc(C)cc3)nc3ccsc3c2=O)cc1	-8	-2	0.1	0.8
CC(=O)c1cc(I)c(O)c(I)c1O	24	-7	0.3	0.7
CC(=O)C1=C(O)C(=O)N(Cc2cccnc2)C1c1ccc(N(C)C)cc1 (centres undefined)	-8	-8	-0.3	-0.4
CN(C)CC(C)(O)c1ccc2c(c1)CN(Cc1ccccc1F)CCO2 (centres undefined)	-5	3	-0.2	1.1
CC1CC(C)CN(CCCNS(=O)(=O)c2ccc3c(c2)oc(=O)n3C)C1 (centres undefined)	30	6	0.1	-1.6
C=Cc1ccc(CN2C(=O)C(C)Sc3ccc(C#N)cc32)cc1 (centres undefined)	23	7	0.5	-1.5
Oc1ccc(C2=NNC(c3ccc(O)cc3)=NN2)cc1	6	-2	-0.1	-1.0
CCC(Oc1ccccc1)C(=O)N(CCC#N)CCC#N (centres undefined)	11	7	1.1	-1.7
O=C(NCCCN1CCOCC1)C(=O)NC1CC1	8	4	-0.1	-1.0
CCOC(=O)c1cnc2ccc(OCC)cc2c1Nc1ccc(N2CCOCC2)cc1	14	3	-0.3	0.7
Cn1c(CN2CCCCC2)nc2cc(NS(=O)(=O)c3ccc(F)cc3)ccc21	6	0	-0.1	-0.4
CCN(CC)C(=O)c1cc(-c2ccc(F)cc2)on1	-3	-52	0.1	-0.3
Cc1cc(OS(=O)(=O)c2cn(C)c(=O)n(C)c2=O)ccc1[N+](=O)[O-]	18	0	1.0	0.9
COc1cccc(CNS(=O)(=O)c2cc(Br)cc3c2N(C(C)=O)CC3)c1	-1	-16	0.1	-0.6
CCc1ccc(N2C(=O)c3nccnc3C2=O)cc1	11	3	-0.2	-1.2
CCOc1cc(C=C2C(=O)OC(C)(C)OC2=O)c(Br)cc1O	0	7	0.0	-0.5
COC(=O)c1ccccc1NC(=O)COc1ccccc1Br	-7	-9	0.0	-4.7
COC(=O)C(CCSC)NC(=O)C1CCN(c2nc(C)c3cc(C)c(C)cc3n2)CC1 (centres undefined)	-18	-29	0.1	-0.5
CCCN1C(=O)C(O)(CC(C)=O)c2ccccc21 (centres undefined)	-6	1	0.1	0.8
Cc1ccc(NC(=O)C(=O)NNC(=O)C(C)Oc2ccc(Cl)cc2Cl)cc1 (centres undefined)	21	1	0.0	-1.4
CCCCn1c(SCC(=O)O)nc2ccccc2c1=O	-7	-13	0.0	0.3
C[C@@H](O)[C@@H]1NC(=O)[C@H]2CN(Cc3ccc(CN4CCCCC4)s3)CCN2C1=O	-6	2	-0.1	0.9
CC(=Nc1cccc(C(F)(F)F)c1)C1=C(O)c2ccccc2C1=O	16	2	0.4	-0.9

Gathered by group: those above containing an aryl thioether with sulfur outside any ring (2)
SMILES	MITF primary	TEAD-YAP inh	FBW7 activator	GPR151 activ
COc1ccc(-n2c(SCc3ccc(C)cc3)nc3ccsc3c2=O)cc1	-8	-2	0.1	0.8
CCCCn1c(SCC(=O)O)nc2ccccc2c1=O	-7	-13	0.0	0.3

(list continues)
SMILES	MITF primary	TEAD-YAP inh	FBW7 activator	GPR151 activ
CCOP(=O)(OCC)c1nc(-c2cccc3ccccc23)oc1NC	5	2	0.0	0.5
Cc1ccccc1OCCn1c(=S)[nH]c2ccccc21	-4	4	-0.1	-0.3
O=C(CN1CCN(Cc2ccccc2)CC1)Nc1c2c(nc3c1CCC3)CCCC2	67*	5	0.0	0.6
Cc1ccc(C2Nc3ccccc3NC3=C2C(=O)CC(c2cccs2)C3)cc1 (centres undefined)	6	3	0.0	-0.6
Cc1cccc(CNc2nc3nc(C)c(Cl)c(C)n3n2)c1	3	-26	-0.3	1.4
CCOCCCNC(=O)c1cc(Nc2cccc(C(F)(F)F)c2)nc2ccccc12	4	10	0.0	-0.7
FC(F)(F)c1cccc(N2CN(c3cccc(C(F)(F)F)c3)CN(c3cccc(C(F)(F)F)c3)C2)c1	16	11	0.6	0.4
CCCCNC(=O)C(=O)NCC1COc2ccccc2O1 (centres undefined)	5	-1	-0.1	-1.4
CC1CCCC(NCc2ccc3c(c2)OCO3)C1 (centres undefined)	0	2	-0.1	-0.1
CC(=O)NCCc1ccc(O)c(O)c1	22	3	0.1	-0.6
CC1(C)COc2ccc(NC(=O)c3ccccc3Cl)cc2NC1=O	20	-3	0.4	-2.0
CCOC(=O)Cn1ncn(-c2ccc(OC(F)(F)F)cc2)c1=O	-2	-3	-0.1	-0.6
O=C(NCCCc1ccncc1)C1CC12CCN(Cc1ccc3nsnc3c1)CC2 (centres undefined)	19	3	0.2	-1.3
O=C(/C=C\c1ccccc1)Nc1ccc(Br)cn1	-2	-6	-0.1	-1.0
C=CCn1cnc2c1c(=O)[nH]c(=O)n2C	0	-11	-0.1	3.3
C=CCn1c(SCC(=O)NCc2ccco2)nc2sc3c(c2c1=O)CCC(C)C3 (centres undefined)	7	-9	0.7	-1.7
O=C1c2ccccc2C(=O)C1c1cc(-c2ccccc2)cc(-c2ccccc2)n1	1	2	0.0	0.1
Cc1ccc(-n2nnc(-c3nc(-c4ccncc4)no3)c2N)cc1	1	-8	-0.1	-0.7
O=C(Nc1nc2c(s1)CCCC2)c1ncoc1-c1cccs1	5	-2	-0.1	-0.4
COCCNC(=O)c1ccc2c(=O)n(Cc3ccco3)c(SCC(=O)NC3CCCCC3)nc2c1	6	-15	-0.1	0.7
CCN(CC)C(=O)C1CCCN(Cc2ccncc2)C1 (centres undefined)	-3	-6	0.4	0.5
NC(=O)Cn1c(=O)oc2cc(Cl)ccc21	8	5	0.0	0.3
CCOC(=O)CSc1nnc2c3ccccc3n(CC)c2n1	5	3	0.1	0.5
CCCn1c2c(c(=O)n(C)c1=O)C(c1cccc(F)c1)C1=C(COC1=O)N2 (centres undefined)	5	0	-0.1	0.1
COc1ccccc1N(C)S(=O)(=O)c1ccc(C(=O)OCC(N)=O)cc1	3	-1	-0.1	0.2
SMILES	MITF primary	TEAD-YAP inh	FBW7 activator	GPR151 activ
Cc1ccc(-n2cc(-c3ccccc3)c3c(N4CCCCC4)ncnc32)cc1	11	3	0.2	0.3
O=C(c1ccc(N2CCC(NCCCn3ncc4ccccc43)CC2)cc1)N1CCOCC1	13	4	0.0	0.3
Cc1ccc(C(=O)Nc2nnc(S(=O)(=O)N(C)c3ccccc3C)s2)cc1	9	3	0.0	3.3
COC(=O)c1cccc(-c2ccc(C=C3C(=O)N(C)C(=O)N(C)C3=O)o2)c1	-15	1	0.3	-1.7
CC(C)CC(=O)Nc1c(C(=O)Nc2ccccc2F)oc2cccnc12	i	-11	0.0	-1.5
CN(C)c1ccc(/C=c2/sc3nnc(-c4ccccc4)n3c2=O)cc1	21	-2	0.3	0.4
O=C(c1cn(-c2ccccc2)nc1-c1ccccc1)n1nnc2ccccc21	18	0	0.0	0.9
O=C(CCNS(=O)(=O)c1ccc(Br)s1)NC1CCCCCC1	8	0	0.0	1.1
COc1cc2sc(=NC(=O)c3ccco3)n(C)c2cc1OC	17	-51	1.4	-2.5
CCN(CC)c1ccc(C2CC(c3ccc(C)cc3)=NN2C(=O)CCC(=O)O)cc1 (centres undefined)	-14	46*	0.1	1.0
Cc1ccc2nc(-c3ccc(OC(=O)c4ccc(Br)o4)cc3)sc2c1	8	65*	0.1	0.9
CN(Cc1ccno1)C(=O)CC1C(=O)NCCN1Cc1ccc(-c2ccccc2)cc1 (centres undefined)	11	1	-0.1	1.7
CCN1C(=O)C(c2ccc(F)cc2)C2(CCN(C(=O)C(C)C)CC2)C1=O (centres undefined)	-4	2	0.6	-1.1
CCOC(=O)N1CCc2c(sc3c2C(=O)NC(/C=C/c2ccco2)N3)C1 (centres undefined)	11	4	-0.1	0.5
O=C(COc1cnn(-c2ccccc2)c1)c1ccc(O)cc1O	6	-51	-0.1	1.2
Cc1ccc(C(=O)Nc2cccc([N+](=O)[O-])c2)c(Cl)c1	-2	-72	-0.2	0.7
CCC(C)NC(=O)c1ccc2c(=O)n(Cc3ccco3)c(=S)[nH]c2c1 (centres undefined)	-6	-1	0.0	-0.5
CCc1nc2ccccc2n1Cc1ccc([N+](=O)[O-])cc1	-8	3	-0.2	1.5
CC1(C)CC(=O)C(C(=S)Nc2ccccc2)=C(NCc2ccc3c(c2)OCO3)C1	5	0	0.1	1.0
COc1cc(C(=O)Nc2nnc(CCc3ccccc3)s2)c([N+](=O)[O-])cc1OC	3	-4	-0.1	0.1
Cc1cc(C(F)(F)F)c2c(N)c(C#N)sc2n1	2	-4	0.2	0.1
O=C(Cc1cccs1)Nc1c2c(nn1-c1ccc(Cl)cc1)CSC2	-1	-11	0.2	-0.5
Cc1cc(NC(=O)c2cc(-c3cccs3)on2)no1	-3	-8	-0.2	0.0
